SMARCA2 activ = activators of SMARCA2 function; activation, % at 9.1 µM; MG213 cells, MMTV-luciferase reporter, dexamethasone, overnight; AID 652017; hit rate 1% among 370,000; in the data active = activation above about 7.8%;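 also: 0% = vehicle wells and 100% = reference activator wells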
ssDAF-12 act = S. stercoralis DAF-12 activation, primary screen; hit rate 1% among 370,000; activation, % at 6.8 µM; HEK293 ssDAF-12/GRIP1 lit1-tk-luc reporter, luminescence; % of 3 µM dafachronic acid response;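 active = activation above the mean over all tested compounds plus 3 SD, cut at about 0.9% in these data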;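 also: 0% = DMSO-only wells and 100% = 3 µM delta7-dafachronic acid wells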
MBD2 inh = MBD2-methylated oligo binding inhibition; Q9UBB5; TR-FRET, MBD2 binding to methylated oligonucleotide; inhibition, % at 4.4 µM; hit rate 0.31% among 370,000; AID 686964; in the data active = inhibition above about 13%
PLCg1 inh = blocks human PLC-gamma1 enzyme activity | P19174 | inhibition, % at 12.2 µM | hit rate 0.84% among 370,000 | AID 720700 | purified PLC-gamma1, fluorogenic substrate, fluorescence; in the data active = inhibition above about 9.5%
Rev-erbA mod = modulates human Rev-erb alpha binding to DNA; activity, % at 10 µM; hit rate 0.79% among 370,000; Rev-erbα–FITC-DNA binding, fluorescence polarization, 90 min;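 active = activity above about 14%, limit read from the data; passing the limit was not always enough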;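 also: 0% = DMSO wells with 35 nM protein and 100% = DMSO wells with 750 nM protein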
Target sequence (P20393 whole entry, looked up): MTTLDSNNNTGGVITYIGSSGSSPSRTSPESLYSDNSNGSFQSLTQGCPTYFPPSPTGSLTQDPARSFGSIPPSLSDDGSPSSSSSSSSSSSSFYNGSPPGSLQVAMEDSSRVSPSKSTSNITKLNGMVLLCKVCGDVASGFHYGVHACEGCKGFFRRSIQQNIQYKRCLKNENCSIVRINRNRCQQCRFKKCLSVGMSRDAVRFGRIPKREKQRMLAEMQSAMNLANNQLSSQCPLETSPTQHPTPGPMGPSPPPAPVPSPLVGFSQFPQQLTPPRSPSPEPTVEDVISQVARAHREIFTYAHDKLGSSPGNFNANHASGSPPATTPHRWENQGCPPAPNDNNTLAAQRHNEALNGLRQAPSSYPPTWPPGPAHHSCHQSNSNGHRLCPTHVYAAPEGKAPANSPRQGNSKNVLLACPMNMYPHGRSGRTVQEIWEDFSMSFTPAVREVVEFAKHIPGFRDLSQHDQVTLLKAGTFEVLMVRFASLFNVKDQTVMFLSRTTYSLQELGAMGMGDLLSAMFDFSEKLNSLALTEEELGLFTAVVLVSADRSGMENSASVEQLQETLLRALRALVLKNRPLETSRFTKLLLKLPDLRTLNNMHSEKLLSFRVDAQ
PLC-beta3 inh = inhibitors of human phospholipase C beta3; hit rate 0.18% among 370,000; AID 720704; inhibition, % at 12.2 µM; Purified PLC-beta3, fluorogenic substrate, fluorescence; in the data active = inhibition above about 11%;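 also: 0% = median of compound wells on plate and 100% = full blocker control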
DAX1 inh-1 = NR0B1 (DAX1) inhibition | hit rate 0.99% among 340,000 | P51843 | AID 504766 | inhibition, % at 6.75 µM | HEK293 Gal4-DAX1 luciferase reporter, luminescence;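 active = inhibition above the mean over all tested compounds plus 3 SD, cut at about 4.2% in these data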;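 also: 0% = DAX1-transfected cells with DMSO and 100% = empty-vector control cells with DMSO; inhibition shows as a rise in luminescence from relieved DAX1 repression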
Target sequence (P51843 207-470 limits assumed): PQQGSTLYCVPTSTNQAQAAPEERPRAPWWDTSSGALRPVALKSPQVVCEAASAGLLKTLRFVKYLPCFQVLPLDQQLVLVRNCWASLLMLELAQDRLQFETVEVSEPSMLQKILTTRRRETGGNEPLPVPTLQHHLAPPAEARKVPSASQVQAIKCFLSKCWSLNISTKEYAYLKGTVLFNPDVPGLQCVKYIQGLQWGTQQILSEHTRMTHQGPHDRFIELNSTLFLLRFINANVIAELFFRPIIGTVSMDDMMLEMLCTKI
ADAM17 inh = inhibits human ADAM17. recombinant ADAM17, EDANS/DABCYL FRET peptide cleavage. inhibition, % at 6.95 µM. hit rate 0.83% among 370,000. P78536. AID 720648;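 active = inhibition above the mean of compounds lying between control limits plus 3 SD, set per campaign, cut at about 8.5% in these data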;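 also: 0% = DMSO-only wells as the low control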
hgDAF-12 ag = activates the H. glycines DAF-12 receptor ligand-binding domain; HEK293 GAL4-hgDAF12 UAS-luciferase reporter, agonist luminescence; normalized to butyrate control; AID 687014; activation, % at 6.8 µM; hit rate 1.8% among 370,000;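 active = activation above a cutoff set at the mean of all screened compounds plus 3 SD, cut at about 10% in these data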;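 also: 0% = DMSO wells and 100% = sodium butyrate wells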
hcDAF-12 act = activators of H. contortus DAF-12 nuclear receptor; AID 652067; hit rate 1.4% among 370,000; HEK293 hcDAF-12 lit1-tk-luc reporter, luminescence; 0% DMSO, 100% Δ7-dafachronic acid; activation, % at 6.8 µM;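 active = activation above the mean of all tested compounds plus 3 SD, cut at about 5.5% in these data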;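 also: 100% = response to 3 µM Δ7-dafachronic acid high control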
DAX1 inh-2 = inhibitors of DAX1 repression of SF-1 activated StAR promoter; HEK293T StAR-luciferase reporter, SF-1/DAX-1 repression relief; inhibition, % at 6.8 µM; hit rate 1.1% among 370,000; AID 652010;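 active = inhibition above the mean over all tested compounds plus 3 SD, cut at about 3.6% in these data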;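 also: 0% = DAX-1 cells with DMSO and 100% = cells lacking DAX-1 with DMSO; higher inhibition means more luminescence from relief of DAX-1 repression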
* hit, by the source's call; i = inactive; nt = no result given; & = joins results of further samples.

SMILES	SMARCA2 activ	ssDAF-12 act	MBD2 inh	PLCg1 inh	Rev-erbA mod	PLC-beta3 inh	DAX1 inh-1	ADAM17 inh	hgDAF-12 ag	hcDAF-12 act	DAX1 inh-2
O=C1c2ccccc2C(=O)N1CCCCN(C(=O)c1cc([N+](=O)[O-])ccc1Cl)c1ccc(Cl)cc1	-1	-1.2	0	0	7	-3	-1.3	1	1.4	-3.2	-0.6
CS(=O)(=O)c1cccc(NC(=O)C2CC2)c1	2	-0.3	-3	-5	-1	2	1.2	0	0.9	-1.0	-0.4
O=C(Nc1nnc(Cc2ccccc2)s1)c1cnccn1	-3	-1.2	1	2	3	1	3.3	0	4.4	0.4	1.4
COc1ccc(CC(=O)NNC(=O)COc2ccc(F)cc2)cc1S(=O)(=O)N1CCOCC1	-1	0.1	-5	5	3	2	0.1	-4	0.8	0.2	-1.2
N#C/C(=C\c1cccs1)C(=O)NCc1ccccc1	-3	-0.9	1	2	1	7	-0.4	0	3.0	1.0	0.2
O=C1COc2ccc(S(=O)(=O)Nc3ccc(F)cc3)cc2N1	2	-1.6	-2	0	-2	-8	-0.4	1	-1.2	-2.0	-0.3
CCN=C1SC(CC(=O)Nc2ccccc2)C(=O)N1CC (stereo not drawn)	-2&-2	-1.1&-1.1	-1&-10	4&2	-8&1	-1&3	1.8&0.6	4&0	-2.2&-1.4	-1.1&-1.7	0.5&0.2
C#CCOCCOCCOCCNc1nc(N2CCN(C(=O)Cn3cc(CC(C)O)nn3)CC2)nc(N2CCN(C(=O)[C@H](CCCCN)n3cc(CCCC)nn3)CC2)n1 (stereo partly drawn)	0	-1.2	6	-1	-6	0	-0.3	-2	-1.5	0.8	-0.4
COc1ccccc1N1CCN(c2nccc(C)n2)CC1	-2	-1.1	-4	1	0	3	0.0	0	-0.5	-0.3	-0.2
NC(=O)CSc1nnc2ccc(-c3ccco3)nn12	2	-0.7	-4	-490	6	i	2.2	-54	0.5	1.3	-0.4
CC1(C)CC(=O)C=C(NNC(=O)C2CCCCC2)C1	5	-1.2	0	-8	-4	-12	0.7	-5	3.0	-1.2	-0.4
Oc1ccccc1C1SC(c2ccccc2O)SC(c2ccccc2O)S1 (stereo not drawn)	-2	-1.1	-1	6	11	1	-1.1	11*	8.0	1.4	-0.4
O=C1CCCc2ccccc2N1Cc1ccccc1	-5	-1.6	7	1	2	-6	1.9	-4	-4.3	0.3	-0.6
O=C(COC(=O)CNC(=O)c1ccco1)Nc1ccc(Cl)cn1	0	-1.1	0	1	4	4	0.4	-2	-0.3	-1.6	-0.5
CC(C)N(C(=O)C(=O)c1cccn1-c1ccccc1C#N)C(C)C	-3	-0.5	-2	0	2	1	0.4	-4	1.4	-1.9	0.3
CN(Cc1ccccc1)S(=O)(=O)c1ccc(Cl)c(C(=O)OCC(N)=O)c1	4	0.0	3	-1	3	-9	2.3	-2	9.1	-0.4	0.0
Cc1ccc2c(c1)C(=O)C(=O)N2Cc1ccc(F)cc1	-1	-1.1	-3	-2	5	-6	-0.2	-7	0.4	-0.2	-0.1
COc1cc2c3nnc(-c4ccccc4)c-3cn(Cc3ccc(F)cc3)c2cc1OC	-1	-1.3	-5	i	23*	i	-1.7	-220	-3.9	-2.6	-1.9
COCC(C)n1c(C)cc(C(=O)CSc2nnc(-c3ccco3)o2)c1C (stereo not drawn)	-2	-1.5	2	0	0	0	3.0	1	-1.6	0.2	-1.0
Cc1cc(N)n2nc(C(F)(F)F)nc2n1	0	-0.4	-2	-4	2	-3	-0.5	-1	2.4	2.0	-0.2
O=C1CCN(CCc2ccccc2)CCN1[C@H](COc1ccccc1)c1ccccc1	1	-0.5	-2	0	-4	-1	-0.7	1	-1.2	-0.1	-0.1
COC(=O)C1CSC(C(=O)OC)N1C(=O)Nc1c(C)cccc1C (stereo not drawn)	-2	-0.6	1	3	-5	-2	0.5	-1	-0.3	-0.8	-0.4
Cc1c(C(=O)NCc2ccc(F)cc2)oc2ccc(S(=O)(=O)N3CCOCC3)cc12	1	-1.0	0	-1	1	-1	0.0	1	-2.5	-1.9	-0.6
Cc1occc1-c1nnc(SCC(=O)Nc2ccc3ncccc3c2)n1-c1ccccc1	1	-0.2	0	-5	4	-8	nt	-1	3.2	-0.7	-0.6
CC(C)(C)c1ccc2oc(=O)cc(-c3cccc(-c4ccc(C(F)(F)F)cc4)c3)c2c1	-1	-1.2	6	1	0	-4	0.9	-6	1.4	-0.2	1.2
SMILES	SMARCA2 activ	ssDAF-12 act	MBD2 inh	PLCg1 inh	Rev-erbA mod	PLC-beta3 inh	DAX1 inh-1	ADAM17 inh	hgDAF-12 ag	hcDAF-12 act	DAX1 inh-2
COCCN(C(=O)COC(=O)CCn1c(C)csc1=O)c1c(N)n(Cc2ccccc2)c(=O)[nH]c1=O	-4	-1.1	3	7	4	6	0.9	-3	-3.0	-0.3	-0.5
C/C(CC(=O)NC(C)(C)C)=N\NC(=O)c1ccccc1N	3	0.0	0	-85	-2	-108	4.7*	-55	9.6	2.2	3.2
CN(C(=O)C1CCN(c2cncnc2)CC1)C1CCCCC1	3	-1.3	5	-7	-6	-8	nt	-4	0.8	-0.7	-0.5
Cc1cccc(NC(=O)CSc2n[nH]c(-c3ccncc3)n2)c1C	0	-1.3	0	-3	-6	-5	-0.2	0	-1.5	-2.2	0.0
CCc1nnc(NC(=O)c2cc(S(=O)(=O)N3CCN(c4ccccc4)CC3)ccc2Cl)s1	-1	-0.9	3	3	-2	1	0.1	-3	-0.9	0.0	0.2
O=C(O)C1C2C=CC3(CN(C4CCCC4)C(=O)C13)O2 (stereo not drawn)	1	-1.0	-2	1	-3	5	1.1	-3	-2.0	2.0	-0.7
O=C(NCc1cccs1)c1cccnc1Cl	11*	-0.7	-4	6	7	0	0.7	1	1.0	-2.1	-0.2
Cc1ccc(S(=O)(=O)NCCCNc2ccc([N+](=O)[O-])cc2)cc1	-2	-1.6	7	2	3	-2	0.4	-1	-5.1	-2.5	-0.5
O=C(CSc1ccc([N+](=O)[O-])cc1)Nc1nnc(C2CC2)s1	-1	-1.1	-7	0	0	0	0.8	-3	-0.6	0.9	0.4
Cc1ccccc1NC(=O)C1COc2ccccc2O1 (stereo not drawn)	0	-0.3	4	-29	1	-35	1.8	-9	1.6	0.4	-0.5
COc1ccc(Cc2nnc(SCc3ccc([N+](=O)[O-])cc3)o2)cc1	-4	-1.9	-3	-2	-1	-5	-1.1	2	4.0	0.4	-0.3
CN(C)CCCNC(=O)c1cc2c3ccccc3n(C)c2s1	0	-0.9	-1	0	2	-2	1.6	-13	3.3	2.9	-0.3
CC(C)CNC(=O)CSc1ccc(S(=O)(=O)N(C)C2CCCCC2)cn1	2	-1.3	-5	0	0	6	-0.2	-1	0.1	-1.5	-2.8
O=C(NCCC1CCCCN1S(=O)(=O)c1ccc(Cl)cc1)C(=O)NCc1cccnc1 (stereo not drawn)	-1	-1.8	0	1	-5	2	-0.8	-2	-0.6	-1.1	-1.5
O=C(CSc1ncccn1)N/N=C/c1cccc([N+](=O)[O-])c1	5	-0.8	0	2	-4	2	-2.3	-1	-1.1	-2.1	-0.3
C=CC[C@]12CCc3ccccc3C1N(c1ccc(C(=O)OCC)cc1)C2=O (stereo partly drawn)	1	-0.6	0	0	-5	-2	1.4	5	-2.4	-2.4	-0.2
COc1ccc(N=Cc2c(O)c3ccccc3oc2=O)cc1	3	-0.5	-3	-1	3	-5	-0.2	-4	0.3	-0.2	0.2
CC(C)(C)OC(=O)C[C@H]1C/C=C\C[C@H](CC(=O)NCCO)C(=O)N2CCC[C@@H]2COC1=O	-1	-1.4	2	-2	2	2	0.0	-1	-0.7	-0.6	0.1
COc1ccccc1NC(=O)COc1ccc(C(=O)OCC(=O)NC(C)(C)C)cc1OC	-5	-1.4	2	13*	2	1	-1.1	6	0.9	-2.2	-0.4
O=C(NCCc1ccccc1)c1ccc(CS(=O)Cc2cccc(Cl)c2)o1 (stereo not drawn)	3	-0.8	-5	-1	-3	-1	0.2	-3	1.7	-1.3	0.1
COc1ccc(C)cc1NC(=O)Nn1cnnc1	-3	-0.8	-2	1	2	-4	-0.5	-3	-2.0	-1.3	-0.8
Cc1oc(C(C)(C)C)cc1C(=O)NC1CCN(Cc2ccccc2)CC1	-3	-1.5	-1	-2	-3	-5	1.0	0	-0.5	-0.8	0.4
Cc1cnc(C(=O)OCC(=O)c2ccc(-c3ccccc3)cc2)cn1	3	-0.6	0	-1	6	-13	0.4	-2	7.8	1.9	-0.2
O=C(NCCc1ccccc1)C1CC1	0	-0.9	1	0	0	-11	0.7	-3	-0.3	0.2	0.2
CN(C)c1nc(SCC(=O)Nc2ccccc2)nc(N2CCOCC2)n1	-2	-1.8	-2	-1	-6	2	-0.3	-2	-2.2	-2.8	-0.5
CCn1ncc(Br)c1C(=O)Nc1nccs1	1	-1.5	-2	7	-2	5	-1.1	2	1.4	-1.3	1.7
Cc1cc[n+](CC(=O)Nc2cc(C(F)(F)F)ccc2Cl)cc1	-1	-1.3	4	-3	-3	1	1.4	-4	0.7	-1.0	-0.4
CCOc1ccc(S(=O)(=O)N2CCOCC2)cc1NC(=O)CN1C(=O)NC2(CCCCC2)C1=O	-4	-0.6	1	-2	-3	-11	1.3	-4	3.1	0.8	-1.7
